Phagocyt inh: macrophage phagocytosis inhibition. inhibition, % at 5 µM. J774A.1 macrophage IgG-bead phagocytosis, imaging. 0.07% of 110,000 active;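 active = inhibition above the mean of the plate negative controls plus 5 SD, cut at about 13% in these data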;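 note: phagocytic index as fraction of beads internalized from green versus red external bead signal; plate controls were DMSO negative control for no effect and cytochalasin-D positive control for full effect; some results beyond the cut were filed as inactive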
PTEN del growth: growth suppressors of cells with PTEN tumor suppressor deletion; HCT116 PTEN-null viability, CellTiter-Glo, 60 h; stronger effect = lower value; 1.2% of 140,000 active; AID 827; viability, % at 10 µM;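 active = viability at or below a set limit, 4 SD under the median of all tested compounds, cut at about 3.7% in these data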;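 note: PTEN knockout HCT116 line with beta catenin targeted HCT116 as companion control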
HCT116 bCat-KO: beta-catenin-lacking colon tumor cell growth suppression; HCT116 beta-catenin knockout viability, CellTiter-Glo, 60 h; stronger effect = lower value; viability, % at 10 µM; 1.5% of 140,000 active; AID 818;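 active = viability at or under a set limit, the compound median less 4 SD, cut at about 6% in these data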;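 note: 0% = Hyamine 1622 control at 20 µM and 100% = untreated cell control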
NPY-Y2 antag: antagonists of human neuropeptide Y receptor Y2 | P49146 | 0.99% of 140,000 active | NPY-Y2 expressing cells, antagonist mode | inhibition, % at 2.7 µM; in the data active = inhibition above about 17%;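 note: 0% = vehicle with agonist challenge and 100% = reference antagonist with challenge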
Target sequence (P49146 whole entry, looked up): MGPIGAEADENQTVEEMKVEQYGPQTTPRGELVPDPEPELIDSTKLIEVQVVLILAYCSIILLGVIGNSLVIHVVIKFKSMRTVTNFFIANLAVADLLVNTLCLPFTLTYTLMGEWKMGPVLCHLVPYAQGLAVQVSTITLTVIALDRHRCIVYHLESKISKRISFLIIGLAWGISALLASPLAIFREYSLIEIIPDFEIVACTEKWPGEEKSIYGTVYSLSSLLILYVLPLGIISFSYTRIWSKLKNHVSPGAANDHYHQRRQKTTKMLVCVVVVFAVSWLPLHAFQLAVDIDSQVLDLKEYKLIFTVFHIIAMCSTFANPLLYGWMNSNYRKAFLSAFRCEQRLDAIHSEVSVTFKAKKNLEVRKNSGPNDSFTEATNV
Yeast lifespan up: extends the lifespan of yeast; inhibition of the nicotinamide effect, % at 10 µM; AID 775; S. cerevisiae growth with nicotinamide, OD615; deaD strain in restrictive glucose medium; 0.68% of 130,000 active;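 active = inhibition above a set limit, placed 3 SD over the median of all compounds, cut at about 26% in these data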;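 note: 0% = nicotinamide-treated wells and 100% = cells grown without nicotinamide; some compounds called inactive have numbers as strong as hits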
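Test system – modified budding yeast, DeaD strain · Compound – single dose 10 µM compound, 0.25% DMSO · Times – culture preincubation 4 h, compound exposure 48 h, both 30 °C · Detection – optical density (absorbance) at 615 nm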
GALR2 antag: GALR2 (human) receptor antagonism | O43603 | GALR2-expressing cells, antagonist mode | inhibition, % at 4 µM | 0.39% of 140,000 active | AID 828; in the data active = inhibition above about 27%;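 note: cells stimulated with galanin 1-16 at roughly its EC80; 0% = agonist challenge control and 100% = basal control without agonist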
Target sequence (O43603 whole entry, looked up): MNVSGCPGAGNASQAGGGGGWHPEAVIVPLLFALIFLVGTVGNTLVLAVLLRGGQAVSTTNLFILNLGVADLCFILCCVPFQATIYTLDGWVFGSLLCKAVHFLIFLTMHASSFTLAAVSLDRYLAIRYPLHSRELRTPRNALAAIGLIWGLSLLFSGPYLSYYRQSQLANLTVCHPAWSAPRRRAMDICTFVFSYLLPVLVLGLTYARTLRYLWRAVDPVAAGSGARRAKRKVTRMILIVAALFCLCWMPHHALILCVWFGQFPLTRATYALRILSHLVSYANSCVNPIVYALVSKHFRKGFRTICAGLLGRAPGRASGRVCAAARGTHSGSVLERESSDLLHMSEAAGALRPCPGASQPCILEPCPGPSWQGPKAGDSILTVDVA
MRP1 act: activates MRP-1 | 0.61% of 140,000 active | AID 799 | viability increase, % at 10 µM | H69AR cells + doxorubicin, viability rescue, CellTiter-Glo;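 active = viability gain under doxorubicin at or above a set limit, the compound median plus 3 SD, cut at about 4.7% in these data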;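 note: MRP-1 overexpressing cells given doxorubicin 25 µM after compound pretreatment; 18-22 h compound pretreatment then 72 h with doxorubicin before readout; 0% = doxorubicin-only wells and 100% = vehicle-treated cells without doxorubicin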
Measles CPE: protection of cells from measles virus | AID 841 | protection (pct of control), % at 4 µM | 1.5% of 140,000 active | Measles virus-infected cells, CPE protection, absorbance; in the data active = protection mostly above about 24%, no sharp cut-off; inactive = mostly below about 26%; note: some compounds called inactive have numbers as strong as hits
E-sel TNF inh: blocks E-selectin expression induced by TNF alpha. HUVEC TNFa-induced E-selectin immunofluorescence, high content. inhibition, % at 2 µM. 0.71% of 120,000 active;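 active = inhibition above the batch mean plus 3 SD, and confirmed as a hit on visual image review, cut at about 43% in these data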;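 note: 0% = TNF-stimulated DMSO wells and 100% = unstimulated control wells; not every result past the cut was called active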
BB579 growth dn: yeast BB579 growth reduction in restrictive medium | S. cerevisiae BB579 growth, OD615, 48 h | inhibition, % at 10 µM | 0.51% of 140,000 active | AID 804;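 active = inhibition above a set limit, 3 SD over the mean compound inhibition, cut at about 44% in these data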; note: inactives centre near -24
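Test system: S. cerevisiae DeaD strain BB579 yeast; Medium: restrictive CSMM-D medium; Compound: one dose, 10 µM compound with 0.25% DMSO; Incubation: 4 h cell preincubation, 48 h compound exposure, 30 °C humidified; Signal: OD at 615 nm; Benchmarks: amphotericin B at 10 µg/mL as positive control.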
Numbers without * were called inactive; . = no result given.

Abbreviations – A = Phagocyt inh; B = PTEN del growth; C = HCT116 bCat-KO; D = NPY-Y2 antag; E = Yeast lifespan up; F = GALR2 antag; G = MRP1 act; H = Measles CPE; I = E-sel TNF inh; J = BB579 growth dn
> COc1ccc(C(=O)NCCC2=CCCCC2)cc1
  A: 0; B: 91; C: 87; D: 2; E: -6; F: 8; G: 3.7; H: 5; I: .; J: 6

> Cc1ccc(-c2nc(SCC(=O)NCCN3C(=O)CSC3=O)[nH]c2-c2ccc(C)cc2)cc1
  A: -2; B: 76; C: 86; D: 0; E: -4; F: 0; G: -4.8; H: 2; I: 13; J: -15

> O=C(O)c1ccc(NC(=O)c2cccs2)cc1
  A: .; B: 99; C: 96; D: 2; E: 0; F: 11; G: -0.3; H: 31; I: -5; J: -43

> COc1cccc(-n2c(SCC(=O)NCCc3ccccc3)nnc2-c2ccoc2C)c1
  A: -1; B: 91; C: 89; D: 3; E: 1; F: 3; G: -0.4; H: 7; I: -17; J: -68

> COc1ccccc1C(=O)NCCCn1cc(Br)c(C)n1
  A: 2; B: 113; C: 99; D: 5; E: -6; F: 11; G: 0.4; H: 2; I: 1; J: -61

> CC(=O)OCC(=O)Nc1ccc(Cl)cc1Cl
  A: 0; B: 101; C: 96; D: 9; E: -8; F: 5; G: 0.1; H: 18; I: .; J: -15

> O=C(O)c1ccc(NC(=O)c2cccc(N3C(=O)C4C5CCC(C5)C4C3=O)c2)cc1 (centres undefined)
  A: -3; B: 101; C: 93; D: 0; E: -4; F: -8; G: -1.2; H: 3; I: 1; J: -27

> Cc1cc(N2CCN(C3CCCC3)CC2)n2c(nc3ccccc32)c1C#N
  A: -7; B: 85; C: 87; D: 8; E: 8; F: -1; G: -1.6; H: 3; I: 0; J: -39

> CN(C)C=NC(=O)c1ccc([N+](=O)[O-])c(CS(=O)(=O)c2ccc(Cl)cc2)c1
  A: .; B: 88; C: 88; D: 0; E: -8; F: 0; G: -1.8; H: 11; I: 12; J: -13

> Cc1cccc(N2CCN(C(=O)c3ccc(Cl)c(S(=O)(=O)NCc4ccco4)c3)CC2)c1C
  A: 0; B: 9; C: 10; D: 4; E: -12; F: -2; G: -1.6; H: 4; I: 28; J: 5

> CC(=O)N1Cc2ccccc2C(C)CC12CCCC2 (centres undefined)
  A: -1; B: 88; C: 88; D: 2; E: 1; F: -1; G: 0.0; H: 28; I: .; J: 10

> O=C1/C(=C\c2cccs2)N=C(c2cccs2)N1Nc1ccccc1
  A: 1; B: 82; C: 90; D: 0; E: -10; F: 0; G: 6.9*; H: 15; I: -15; J: -44

> COC1(OC)C(/C=C/c2ccc(C)cc2)C(C#N)(C#N)C1(OC)OC (centres undefined)
  A: .; B: 6; C: 8; D: 7; E: .; F: 1; G: -8.1; H: 3; I: -12; J: -10

> CC1Cc2nc(SCC(=O)Nc3nccs3)n(Cc3ccccc3)c(=O)c2S1 (centres undefined)
  A: .; B: 93; C: 85; D: 3; E: -2; F: 11; G: -3.7; H: 35; I: .; J: -37

> O=C(CSc1nnc(NC2CCCCC2)s1)NC1CCS(=O)(=O)C1 (centres undefined)
  A: 0; B: 112; C: 105; D: 0; E: -3; F: -2; G: -0.6; H: 12; I: .; J: -77

> O=C1C(Cl)=C(Nc2ccccc2O)C(=O)N1CCc1ccccc1
  A: .; B: 81; C: 84; D: 5; E: 46; F: 16; G: -2.5; H: 21; I: .; J: -33

> CN(C)CCOC(=O)C12CC3CC(CC(C3)C1)C2
  A: 1; B: 110; C: 94; D: 2; E: -8; F: -2; G: 0.9; H: 35; I: -1; J: -6

> COc1ccc(NC(=O)CC2C(=O)N(c3ccccc3)C(=O)N2CCc2cccs2)cc1 (centres undefined)
  A: 1; B: 59; C: 79; D: 6; E: 1; F: -20; G: -1.7; H: 5; I: .; J: -22

> Cc1cc(C2C(=O)CC(=O)CC2c2ccccc2)on1 (centres undefined)
  A: 1; B: 93; C: 93; D: 0; E: -3; F: -6; G: 0.2; H: 18; I: .; J: -23

> CC1=C(CC(=O)c2ccc(Cl)cc2)C(=O)c2ccccc2C1=O
  A: .; B: 1.9*; C: 3.7*; D: 1; E: -3; F: -3; G: -2.2; H: 27; I: -16; J: -22

> Cc1cc(=O)n2c(C)n[nH]c2n1
  A: 0; B: 103; C: 94; D: 4; E: -5; F: -5; G: -1.6; H: 6; I: 1; J: -62

> COc1cc(/C=N/NC(=O)c2cc(C34CC5CC(CC(C5)C3)C4)[nH]n2)ccc1O
  A: -1; B: 95; C: 92; D: -1; E: -5; F: 11; G: -2.7; H: 6; I: -12; J: -32

> O=C(C1CCCO1)N1CCN(C(=S)Nc2cccc(Cl)c2)CC1 (centres undefined)
  A: -4; B: 106; C: 88; D: 2; E: 0; F: 1; G: 1.8; H: 19; I: .; J: -3

> O=C(NCC1CCCO1)c1ccccn1 (centres undefined)
  A: .; B: 91; C: 89; D: -3; E: -3; F: -5; G: -3.1; H: 26; I: -6; J: -33

> Cc1ccccc1Nc1nnc(SCC(=O)NCc2cccs2)s1
  A: -8; B: 78; C: 73; D: 3; E: -3; F: -4; G: -0.1; H: 25; I: .; J: -47

One compound at a time, as listed above. Screens in order: Phagocyt inh, PTEN del growth, HCT116 bCat-KO, NPY-Y2 antag, Yeast lifespan up, GALR2 antag, MRP1 act, Measles CPE, E-sel TNF inh, BB579 growth dn
Cc1cccc(N2CCN(C(=O)c3ccc(Cl)c(S(=O)(=O)NCc4ccco4)c3)CC2)c1C as listed: 0, 9, 10, 4, -12, -2, -1.6, 4, 28, 5
CC1Cc2nc(SCC(=O)Nc3nccs3)n(Cc3ccccc3)c(=O)c2S1 (centres undefined) as listed: ., 93, 85, 3, -2, 11, -3.7, 35, ., -37

Further results
Abbreviations – A = Phagocyt inh; B = PTEN del growth; C = HCT116 bCat-KO; D = NPY-Y2 antag; E = Yeast lifespan up; F = GALR2 antag; G = MRP1 act; H = Measles CPE; I = E-sel TNF inh; J = BB579 growth dn
> COc1cc(/C=N/NC(=S)NCc2ccccc2)ccc1OCC#N
  A: 1; B: 95; C: 94; D: 16; E: -1; F: 7; G: 2.6; H: 16; I: .; J: -16

> Cc1nc(Nc2ccccc2)sc1-c1ccccc1
  A: -6; B: 44; C: 47; D: 1; E: -5; F: 4; G: -2.6; H: 4; I: .; J: -32

> CC(=O)NC(Cc1ccccc1)C(=O)OCC(=O)c1ccc(Cl)cc1 (centres undefined)
  A: -5; B: 94; C: 84; D: 1; E: 3; F: 3; G: 0.9; H: 5; I: .; J: -52

> O=c1c2cn[nH]c2nc(SCc2ccccc2F)n1-c1ccc(Br)cc1
  A: -1; B: 62; C: 62; D: 4; E: -2; F: 6; G: 2.5; H: 21; I: 4; J: -67

> C/C(=C\C(=O)c1ccc(C)o1)Nc1ccc2c(c1)OCO2
  A: 0; B: 98; C: 102; D: -1; E: -18; F: 4; G: -2.7; H: 4; I: -15; J: -38

> CCOC(=O)/C(=C\c1ccc([N+](=O)[O-])cc1)C(=O)c1cc(C(C)=O)c(Nc2ccccc2)s1
  A: .; B: 1.4*; C: 1.7*; D: 3; E: 31; F: 8; G: -2.6; H: 1; I: .; J: -70

> CC(=O)c1nn(-c2cccc(Br)c2)cc1C(=O)c1ccc(Br)cc1
  A: 0; B: 21; C: 11; D: 2; E: -11; F: -4; G: -4.6; H: 5; I: -7; J: -44

> O=C(COC(=O)CCc1ccccc1)NC(c1ccccc1)c1ccccc1
  A: -5; B: 100; C: 90; D: 1; E: 0; F: -7; G: -1.4; H: 5; I: .; J: -21

> C=CCN1C(=O)CSc2ccc(C(=O)NCCC3=CCCCC3)cc21
  A: 0; B: 72; C: 77; D: 2; E: -5; F: -11; G: -3.1; H: 10; I: -13; J: -29

> COc1ccc(-n2c(=O)c3ccccc3n(CC(=O)NC3CCCC3)c2=O)c(OC)c1
  A: 2; B: 89; C: 92; D: 4; E: -4; F: -7; G: -2.2; H: 3; I: 0; J: 0

> O=C(CCCCCn1c(=O)[nH]c2ccccc2c1=O)NCCCN1CCN(c2ccccc2F)CC1
  A: 0; B: 90; C: 87; D: 6; E: -7; F: -1; G: -0.8; H: 4; I: .; J: 9

> CCOc1ccc(N2C(=O)c3cccnc3C2Nc2ccc(OC)cc2)cc1 (centres undefined)
  A: 0; B: 89; C: 93; D: 3; E: -3; F: -3; G: -2.8; H: 24; I: .; J: -6

> O=C(CSc1nnc(-c2ccccn2)n1Cc1ccco1)c1ccc(-c2ccccc2)cc1
  A: 0; B: 98; C: 97; D: 8; E: -2; F: -2; G: -1.9; H: 6; I: -52; J: -21

> C/C(=N\NC(=O)C1(C)CC1(Br)Br)c1ccc(NC(=O)c2ccc(C)o2)cc1 (centres undefined)
  A: -3; B: 70; C: 74; D: 0; E: -2; F: 5; G: 0.1; H: 5; I: .; J: 10

> CC1CCCC(C)N1/N=C/c1cc(Br)c(O)c(Br)c1 (centres undefined)
  A: 0; B: 92; C: 93; D: 9; E: 4; F: -7; G: 0.5; H: 6; I: .; J: 4

> COc1ccc(N2CCN(C(=O)c3ccc(C)cc3)CC2)c([N+](=O)[O-])c1
  A: 5; B: 85; C: 82; D: 5; E: 6; F: -5; G: -1.4; H: 9; I: .; J: -73

> N/C(=N\OCC(=O)Nc1ccccc1)c1nonc1N
  A: -10; B: 94; C: 92; D: 2; E: -6; F: -1; G: -1.5; H: 12; I: .; J: -17

> CN(C)CCCNCCCNC(=O)c1ccccn1
  A: -1; B: 93; C: 96; D: -1; E: -19; F: -4; G: -2.9; H: 3; I: 18; J: -27

> O=C1c2cccc3cccc(c23)C(=O)N1c1nccs1
  A: 1; B: 113; C: 93; D: 2; E: -4; F: -15; G: -0.7; H: 10; I: .; J: -21

> CCOC(=O)c1ccc(N=c2sc(C(=O)OC)cc(=O)n2-c2ccc(C(=O)OCC)cc2)cc1
  A: .; B: 4; C: 3.3*; D: -2; E: 4; F: 10; G: -4.7; H: 6; I: -8; J: -34

> CC(C)CC1(C(=O)NCCN2CCOCC2)C=CCN1C(=O)c1ccccc1 (centres undefined)
  A: .; B: 100; C: 96; D: -2; E: 2; F: 7; G: -0.2; H: 3; I: .; J: -41

> CCOC(=O)N1CCN(C(=O)c2cc(OC)cc(OC)c2)CC1
  A: .; B: 82; C: 88; D: 2; E: -8; F: 1; G: -2.3; H: 0; I: 10; J: -29

> Cc1ccc(N/C=C/C(=O)c2ccc(C)cc2)cc1
  A: 0; B: 90; C: 99; D: 1; E: -14; F: 2; G: -0.6; H: 7; I: 19; J: -21

Screens (PubChem BioAssay)
